TCR act: Activators of T cell receptors: qHTS campaign | primary human leukocytes, anti-CD3, IL-2 HTRF, 48 h | Potency, µM (titrated, usually from 9.22 µM), without a hit: at the top dose activation of IL-2 secretion, hits mostly activators | 330,000 tested, under 10 active | AID 504894, 2011; also: % of control where 0% means no effect
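48 hr co-incubation of compounds, a-CD3 beads and primary human leukocytes; IL-2 quantified homogeneously by HTRF with anti-IL-2 K and d2 conjugates.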
USP2a inh: qHTS Assay for Inhibitors of Ubiquitin-specific Protease USP2a Using CHOP2 as the Reporter | USP2 core, Ub-CHOP2 coupled fluorogenic reporter, 485/531 | Potency, µM (doses to about 38.3 µM), for inactives: at the highest dose activity change, negative = inhibition, most hits filed as inhibitors | 330,000 compounds, 0.01% hits | AID 463254, 2010;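 also: potency is read from the fitted curve at half-maximal effect; plate controls were DMSO wells for no effect and full inhibition by NEM control for full effect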
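Deubiquitinase activity read as fluorescence (485/531 nm) after Ub-CHOP2 cleavage activates the enterokinase reporter on its substrate; USP2 core 10nM, Ub-CHOP2 and substrate 25nM each, 30min compound preincubation then 60min RT; data normalized to NEM, curves fitted.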
B2AR arrestin: qHTS assay of beta-arrestin-biased ligands of beta2-adrenergic receptor | Beta-2 adrenergic receptor (Homo sapiens), P07550 | beta-arrestin recruitment to beta2AR, cell-based reporter | Potency, µM (top dose mostly 46.1 µM), inactives show top-dose activation, actives largely listed as activators | 330,000 compounds, 0.02% hits;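 also: potency is read from the fitted curve at half-maximal effect; 0% = DMSO controls and full agonism = EC100 isoproterenol or metaproterenol; nearly all actives have a fitted effect of over 65% in size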
uPA surface inh: qHTS for Inhibitors of Cell Surface uPA Generation. cell surface uPA generation assay, qHTS. Potency, µM (series often up to 38.3 µM), inactives show at the top dose activity change, negative = inhibition, most hits filed as inhibitors. 330,000 compounds, 0.31% hits; active = well fitted inhibition curve with a large enough effect; inconclusive = small, poorly fitted or top-dose-only effect; inactive = no such curve, though single readings can be large or run the other way; tested in mouse RAW 264.7 cells; also: potency is read from the fitted curve at half-maximal effect; % is scaled to controls: 0 for no effect and ±100 for the full control effect; nearly all actives have a fitted effect of over 55% in size
TSHR antag: Antagonists of the Thyroid Stimulating Hormone Receptor: HTS campaign; Thyrotropin receptor (Homo sapiens), P16473; TSHR-expressing cells, TSH-stimulated cAMP HTRF, 2 h; stronger effect = lower value; activity change, negative = inhibition, % at 11.5 µM; 330,000 compounds, 0.2% hits; AID 504810, 2011;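 active = activity change below a set negative limit, meaning inhibition stronger than a set level, cut at about -70% in these data; inconclusive = activity change between two set negative limits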; also: % is scaled to controls: 0 for no effect and ±100 for the full control effect
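Cell-based HTRF cAMP assay; TSHR cells + compound, TSH EC80 (4nM final), 2 h, 37 deg C. Lysis with anti-cAMP cryptate and cAMP-d2, 30 min RT, read 665/620 nm.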
TSG101-PTAP inh: qHTS Assay for Iinhibitors of HIV-1 Budding by Blocking the Interaction of PTAP/TSG101; Tumor susceptibility gene 101 protein (Homo sapiens), Q99816; Fluorescence polarization, FITC-PTAP peptide / Tsg101 binding; Potency, µM (titrated, usually from 115 µM), inactives show top-dose activity change, negative = inhibition, hits mostly inhibitors; 340,000 tested, under 10 active; AID 493005, 2010; active = well fitted inhibition curve with a large enough effect in the main read-out, with a control signal flat, not every such curve was filed as active; inconclusive = small, poorly fitted or top-dose-only effect, or effect the other way, or a change in a side signal; inactive = no such curve, though single readings can be large or run the other way; also: potency is read from the fitted curve at half-maximal effect; % of control where 0% means no effect
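Compounds were pin-transferred onto Tsg101 binding domain (10 uM final) in HEPES pH 7.5 buffer, then FITC-PTAP peptide was added at 50 nM final. After 20 min at RT, polarization reported peptide displacement across a qHTS concentration series.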
Eya2 phos inh: qHTS Assay for Inhibitors of the Phosphatase Activity of Eya2 | recombinant Eya2, OMFP fluorescence dephosphorylation (OMFP is methylfluorescein phosphate) | Potency, µM (doses to about 76.9 µM), without a hit: at the highest dose activity, negative = inhibition, most hits filed as inhibitors | 330,000 compounds, 0.006% hits | AID 488837, 2010; also: potency is read from the fitted curve at half-maximal effect; % is scaled to controls: 0 for no effect and ±100 for the full control effect
Target sequence (O00167 whole entry, looked up): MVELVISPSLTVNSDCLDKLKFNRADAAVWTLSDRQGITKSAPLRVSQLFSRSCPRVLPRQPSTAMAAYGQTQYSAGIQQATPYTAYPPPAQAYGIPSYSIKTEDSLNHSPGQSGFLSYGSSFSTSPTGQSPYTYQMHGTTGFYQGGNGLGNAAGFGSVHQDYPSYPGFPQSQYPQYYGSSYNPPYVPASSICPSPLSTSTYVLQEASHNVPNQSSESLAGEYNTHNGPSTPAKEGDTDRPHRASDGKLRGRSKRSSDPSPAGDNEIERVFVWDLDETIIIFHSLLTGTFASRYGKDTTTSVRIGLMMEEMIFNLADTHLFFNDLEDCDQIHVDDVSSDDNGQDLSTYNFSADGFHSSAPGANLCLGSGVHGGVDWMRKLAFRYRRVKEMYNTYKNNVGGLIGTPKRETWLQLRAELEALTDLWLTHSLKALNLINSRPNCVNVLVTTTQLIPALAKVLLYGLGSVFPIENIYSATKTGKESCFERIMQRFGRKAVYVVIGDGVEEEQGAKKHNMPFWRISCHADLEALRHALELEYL
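Eya2 protein (added as 0.2 uM solution) was preincubated with compound for 10 min at ambient temperature in 50 mM HEPES pH 7.5, 50 mM NaCl, 5 uM MgCl2, 0.05% BSA, 1 mM DTT. OMFP (added at 50 uM) then reacted 10 min; fluorescence read at 485/525 nm.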
Tb PFK inh: qHTS Assay to Find Inhibitors of T. brucei phosphofructokinase | AID 485367, 2010 | T. brucei PFK, ADP-Glo luminescence | Potency, µM (highest dose often 57.5 µM), without a hit: top-dose activity, negative = inhibition, hits mostly inhibitors | 330,000 compounds, 0.17% hits | ATP-dependent 6-phosphofructokinase (Trypanosoma brucei brucei), O15648;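 also: potency is read from the fitted curve at half-maximal effect; 0% = uninhibited 1x PFK enzyme wells and -100% = no-enzyme wells; nearly all actives have a fitted effect of over 60% in size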
Target sequence (O15648 whole entry, looked up): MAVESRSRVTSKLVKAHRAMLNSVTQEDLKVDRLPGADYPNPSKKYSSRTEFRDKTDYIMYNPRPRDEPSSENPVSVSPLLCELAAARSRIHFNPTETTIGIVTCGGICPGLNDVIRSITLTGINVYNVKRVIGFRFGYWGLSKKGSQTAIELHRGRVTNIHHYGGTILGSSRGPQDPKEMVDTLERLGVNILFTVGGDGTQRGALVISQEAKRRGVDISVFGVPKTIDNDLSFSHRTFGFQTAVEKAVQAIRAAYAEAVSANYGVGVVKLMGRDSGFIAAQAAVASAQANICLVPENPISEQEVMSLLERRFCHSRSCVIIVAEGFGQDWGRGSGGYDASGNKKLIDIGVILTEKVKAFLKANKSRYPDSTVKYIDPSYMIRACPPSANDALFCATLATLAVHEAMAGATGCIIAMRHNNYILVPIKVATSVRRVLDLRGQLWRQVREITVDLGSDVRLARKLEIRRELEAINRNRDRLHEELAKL
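Compounds were pin-transferred as a titration series up to 57 uM into substrate buffer (0.5 mM F6P, 0.1 mM ATP, pH 8.0), then 1.25 nM PFK was added and reactions ran 45 min before ADP-Glo detection.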
Mito fusion yeast: qHTS Assay for Small Molecule Inhibitors of Mitochondrial Division or Activators of Mitochondrial Fusion; S. cerevisiae fusion-defective mutant growth rescue, CellTiterGlo 48 h; Potency, µM (doses to about 46.1 µM), without a hit: top-dose growth rescue (activation), hits mostly activators; 320,000 compounds, 0.23% hits; AID 485298, 2010;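 also: potency is read from the fitted curve at half-maximal effect; % of control where 0% means no effect; nearly all actives have a fitted effect of over 45% in size; temperature-sensitive fusion mutants such as fzo1-1 at 37 °C on non-fermentable ethanol glycerol medium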
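Growth-rescue viability read-out: after 48 h at the non-permissive 37C in glycerol/ethanol YPEG, yeast mitochondrial fusion mutants are measured by CellTiterGlo luminescence; compounds (23 nl pinned per well) restoring growth score as division inhibitors or fusion activators.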
ELG1 DNA repair: qHTS screen for small molecules that inhibit ELG1-dependent DNA repair in human embryonic kidney (HEK293T) cells expressing luciferase-tagged ELG1; HEK293T ELG1-luciferase reporter, luminescence, 16 h; DNA damage induced by 5-fluorouridine; Potency, µM (series often up to 46.1 µM), for the others: at the highest dose activity change, negative = inhibition, hits mostly inhibitors; 330,000 compounds, 2.3% hits; AID 504467, 2011; also: potency is read from the fitted curve at half-maximal effect; % is scaled to controls: 0 for no effect and ±100 for the full control effect; nearly all actives have a fitted effect of over 55% in size
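Cells (2,000 per well) received 5-fluorouridine plus test compound or DMSO and were incubated 16 hr at 37 °C, 5% CO2. Luciferase activity was read by luminescence 30 min after ONE-Glo addition; signal suppression marked inhibition of damage-induced ELG1 function.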
Chronic BCR inh: qHTS Assay to Find Inhibitors of Chronic Active B-Cell Receptor Signaling. ABC-DLBCL IkBa-CBG/CBR reporter, luminescence ratio, 4 h. Potency, µM (titrated, usually from 46.1 µM), without a hit: top-dose ratio change, negative = lower green/red ratio, usual class: inhibitors. 340,000 compounds, 0.05% hits. AID 493014, 2011; active = well fitted inhibition curve with a large enough effect in the signal ratio, with a control signal flat, not every such curve was filed as active; inconclusive = small, poorly fitted or top-dose-only effect, or effect the other way, or a change in a side signal; the % refers to the signal ratio;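 also: potency is read from the fitted curve at half-maximal effect; plate controls were basal doxycycline-induced cells for no effect and cells given 10 µM MG132 for full effect; MG132 reads +100%, hits lower the ratio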
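Concentration-response series (up to 46 uM) were applied to TMD8 dual-reporter cells for 4 h at 37C with doxycycline. Green/red ratio, after filter-overlap correction, defined %Activity; red signal alone was normalised to basal cells and zero luminescence.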
Numbers without * were called inactive; ? = inconclusive; nt = not tested or not shown; [ ] = remark or other dose. Unless noted, calls follow the shape of the dose curve; as a rule, active = well fitted curve in the direction sought with a large enough effect; inconclusive = small, poorly fitted or top-dose-only effect, or another doubt; inactive = no such curve, though single readings can be large; an effect the other way counts as inactive or inconclusive. No enrichment for hits; any-hit rate near 3%.

SMILES	TCR act	USP2a inh	B2AR arrestin	uPA surface inh	TSHR antag	TSG101-PTAP inh	Eya2 phos inh	Tb PFK inh	Mito fusion yeast	ELG1 DNA repair	Chronic BCR inh
Cc1cc(Oc2ccccc2)nc(SCC(=O)Nc2ccccc2)n1	-1%	2%	-0.7%	-3%	-1	-5%	4%	2%	-1%	-24%	-5%
CCOC(=O)CCNCC1COc2ccccc2O1 (configuration not stated)	-2%	0%	0.0%	6%	-2	-6%	-19%	-5%	0%	-2%	4%
CC1CCC(NC(=O)COC(=O)c2n[nH]c(=O)c3ccccc23)CC1 (configuration not stated)	1%	1%	0.0%	-5%	-6	0%	-4%	1%	-1%	?	6%
NS(=O)(=O)c1ccc(NC(=O)CN2C(=O)C3C4C=CC(C4)C3C2=O)cc1 (configuration not stated)	-5%	0%	0.2%	0%	2	-5%	-11%	-2%	-1%	8%	-2%
CCOC(=O)c1c(C)nc2c(C#N)cnn2c1C	-2%	-7%	-0.1%	-2%	8	-1%	4%	-12%	-3%	5%	-11%
COc1ccc(NC(=O)CN2CCCN(S(=O)(=O)c3ccc(F)cc3)CC2)cc1	-3%	3%	0.2%	nt	-3	6%	-32%	-5%	3%	-19%	?
CCO[C@H]1OC(C(=O)N2CCN(C)CC2)=C[C@@H](c2ccc(C(F)(F)F)cc2)[C@@H]1CCCO	2%	-1%	-0.7%	8%	2	nt	-9%	-5%	3%	1%	-13%
CCc1ccc(-n2c(=S)sc3c(=O)n(-c4ccccc4C)c(SCC(=O)O)nc32)cc1	4%	-1%	0.1%	-7%	-12	-3%	-3%	0%	-3%	-2%	-2%
FC(F)(F)c1nc2ccccc2nc1N/N=C\c1ccccc1	1%	1%	?	9%	1	-2%	7%	0%	-7%	26%	?
CC(=O)N1c2ccc(S(=O)(=O)N(C)Cc3ccccc3)cc2CC1C (configuration not stated)	-3%	-1%	-0.5%	-2%	-12	-4%	-20%	2%	0%	?	-9%
COC(C)(C)[C@]12CC(O)(c3ccccc3)ON1[C@H]1CCCCC1N2O (some centres not stated)	-7%	-3%	0.0%	3%	7	-5%	-9%	0%	-2%	0%	-1%
CC(C)(C)NC(=O)CN(C(=O)C(=O)Nc1ccc2c(c1)OCCO2)C1CC1	4%	2%	-0.7%	0%	-10	-8%	-4%	2%	-3%	9%	7%
OCC(O)/C=N/Nc1nc2ccccc2s1 (configuration not stated)	-3%	3%	0.2%	3%	6	-4%	-9%	-3%	4%	?	?
O=C(Nc1ccccc1Cl)C1C2CCC3C(CCC21)C3(Cl)Cl (configuration not stated)	1%[46.1 µM]	-2%	-0.5%	3%	-21	0%	-11%	1%	-3%	12%	1%
Cc1ccc2cc(CCNC(=O)C(=O)c3c[nH]c4ccccc34)c(=O)[nH]c2c1	3%	1%	0.2%	5%	6	-8%	11%	1%	2%	-21%	1%
OCC[C@H]1C[C@@H](O)[C@H](O)[C@@]2(CCc3ccccc3CO2)O1	1%	1%	0.1%	-6%	18	2%	-14%	0%	-5%	?	-1%
Cc1ccccc1NC(=O)/C(C#N)=C/c1ccsc1	3%[46.1 µM]	1%	0.0%	-3%	-13	0%	-2%	6%	-1%	?	?
CC(=O)c1cccc(N(CC(=O)O)S(C)(=O)=O)c1	2%	1%	-0.1%	6%	-1	-3%	7%	-1%	-5%	7%	1%
CCN(CC(=O)Nc1ccc(NC(C)=O)cc1)C(=O)c1ccc(C(=O)c2ccccc2)cc1	1%	1%	0.0%	4%	-3	-1%	8%	2%	-1%	-5%	0%
Cc1ccc(NS(=O)(=O)c2ccc3c(c2)OCCCO3)cc1S(=O)(=O)N1CCOCC1	1%	-1%	-0.2%	-6%	-4	0%	-23%	-2%	3%	-13%	-1%

Molecules from the list above with two or more sulfur atoms, in the order listed:
SMILES	TCR act	USP2a inh	B2AR arrestin	uPA surface inh	TSHR antag	TSG101-PTAP inh	Eya2 phos inh	Tb PFK inh	Mito fusion yeast	ELG1 DNA repair	Chronic BCR inh
CCc1ccc(-n2c(=S)sc3c(=O)n(-c4ccccc4C)c(SCC(=O)O)nc32)cc1	4%	-1%	0.1%	-7%	-12	-3%	-3%	0%	-3%	-2%	-2%
Cc1ccc(NS(=O)(=O)c2ccc3c(c2)OCCCO3)cc1S(=O)(=O)N1CCOCC1	1%	-1%	-0.2%	-6%	-4	0%	-23%	-2%	3%	-13%	-1%

Just TSG101-PTAP inh, for some of the entries so far:
Compound | TSG101-PTAP inh
OCC(O)/C=N/Nc1nc2ccccc2s1 (configuration not stated) | -4%
COC(C)(C)[C@]12CC(O)(c3ccccc3)ON1[C@H]1CCCCC1N2O (some centres not stated) | -5%

Further records:
SMILES	TCR act	USP2a inh	B2AR arrestin	uPA surface inh	TSHR antag	TSG101-PTAP inh	Eya2 phos inh	Tb PFK inh	Mito fusion yeast	ELG1 DNA repair	Chronic BCR inh
Nc1nonc1OCCN1CCN(c2ccc([N+](=O)[O-])c3cccnc23)CC1	-2%	6%	-0.6%	3%	-1	-3%	4%	-3%	-18%	?	2%
CCCCN1CCc2c([nH]c3ccccc23)C1=O	-4%	-1%	-0.1%	1%	-1	-5%	-11%	24%	6%	?	-19%
COC(=O)C(C(=O)Nc1ccccc1C)C1CCCC1 (configuration not stated)	2%	-2%	-0.1%	-4%	4	-5%	-3%	-1%	5%	6%	?
Clc1cccc(Cl)c1Cn1cc(Br)cn1	-5%	-11%	-0.5%	nt	-2	-2%	-4%	-3%	1%	5%	-1%
O=C(NCCNC(=O)c1ccco1)c1ccco1	-1%	-3%	-0.9%	1%	7	-6%	8%	5%	-4%	-2%	6%
Cc1cccc(OCC(=O)NNC(=O)c2cc3ccccc3oc2=O)c1	1%	1%	0.1%	-2%	6	1%	12%	-3%	0%	-4%	?
CCOc1cc(C(=O)NC(C)COC)cc(OCC)c1OCC (configuration not stated)	4%	3%	0.3%	0%	3	-1%	-3%	0%	-3%	0%	0%
O=C(Nc1nc2ccc(S(=O)(=O)N3CCCC3)cc2s1)c1ccco1	-1%[46.1 µM]	1%	-1.5%	-7%	1	-2%	3%	-5%	4%	13%	1%
Cc1occc1C(=O)N/N=C/c1cccnc1	0%	0%	-0.2%	0%	-11	-7%	-1%	-2%	1%	?	?
Nn1c(SCC(=O)NNC(=O)c2ccccc2)nnc1-c1ccccc1F	-1%	-1%	-2.0%	3%	6	-1%	-2%	0%	2%	4%	-3%
CN1CCN(c2nc3c(c(=O)n(C)c(=O)n3C)n2Cc2cccc(Br)c2)CC1	2%	0%	-0.4%	3%	12	-4%	1%	-9%	-1%	-12%	?
O=C(NCC(c1ccco1)N1CCN(c2ccc(F)cc2)CC1)C(=O)NC1CCCC1 (configuration not stated)	-1%	1%	-0.4%	15%	-4	-1%	9%	24%	4%	4%	?
COc1ccc(CCNC(=O)c2nnn(-c3ccccc3OC)c2N)cc1OC	7%	1%	-0.2%	6%	-11	-6%	6%	0%	0%	-19%	-1%
CC/C(C)=N/NC(=O)c1[nH]c2ccc(C)cc2c1-c1ccccc1	-3%	-1%	0.0%	-4%	7	-1%	-2%	0%	-5%	-4%	?
CCOc1cc(/C=N/n2cnnc2)ccc1OS(=O)(=O)c1ccc(C)cc1	0%	4%	0.8%	-3%	-10	-8%	15%	1%	-4%	-11%	0%
